# Scp1 inh = Scp-1 phosphatase inhibitors, primary screen, biochemical, colorimetric, uHTS | Carboxy-terminal domain RNA polymerase II polypeptide A small phosphatase 1 (Homo … | Recombinant Scp1, phosphopeptide, malachite green phosphate absorbance | inhibition, % at 20 µM | 340,000 tested, 0.88% active | AID 493091, 2011;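 active means inhibition above about 50% at 20 µM, limit read from the data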;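 further: plate controls were DMSO wells with enzyme for no effect and wells lacking enzyme for full effect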
#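 System: truncated SCP-1 phosphatase (76-261aa); medium: Tris acetate buffer pH 5.5 with MgCl2 and Tween-20; incubation: 45 min room-temperature reaction, 5 min colour, 30 min stabiliser; compound: single 20 µM dose, 1% DMSO; reagent: Phosphorylated 17-residue peptide substrate; read-out: % inhibition at 20 µM; technique: colorimetric free-phosphate detection, absorbance 630 nm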
# DNMT1 block = human DNMT1 methyltransferase inhibitors, primary screen, biochemical, molecular beacon, fluorescence, HinP1I cleavage, uHTS. 360,000 tested, 0.83% active. inhibition (reported as % activation of signal), % at 10 µM; in the data active means inhibition above about 50%
# TbMetRS inhib = T. brucei MetRS inhibitors, primary screen, biochemical, luminescence. inhibition, % at 11.9 µM. methionyl-tRNA synthetase (Trypanosoma brucei brucei). purified T. brucei MetRS, ATP depletion, Kinase-Glo luminescence. 360,000 tested, 0.4% active;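 active means inhibition above a per-plate cutoff of the control wells' mean inhibition plus 3 SD, cut at about 5.5% in these data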;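 further: 0% = DMSO wells median and 100% = median of wells with control inhibitor compound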
#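 technique = Kinase-Glo luminescence, ATP depletion format | system = purified MetRS (methionyl-tRNA synthetase) enzyme from Trypanosoma brucei | timing = 15 min preincubation, 2 h reaction, all 25 °C | evaluation = percent inhibition versus plate control medians | dosing = single dose, 11.9 µM final nominal, 0.9% final DMSO | also added = substrates ATP, L-methionine and bulk Escherichia coli tRNA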
# Neddyl block = inhibitors of cullin neddylation, primary screen, biochemical, TR-FRET, uHTS, NAE and Ubc12 | NEDD8-conjugating enzyme Ubc12 (Homo sapiens) + NEDD8-activating enzyme E1 regulatory … | calls only at 25 µM | 360,000 tested, 0.58% active | AID 651699, 2012; in the data active means inhibition above about 36%
# Target sequence (P61081 whole entry, looked up): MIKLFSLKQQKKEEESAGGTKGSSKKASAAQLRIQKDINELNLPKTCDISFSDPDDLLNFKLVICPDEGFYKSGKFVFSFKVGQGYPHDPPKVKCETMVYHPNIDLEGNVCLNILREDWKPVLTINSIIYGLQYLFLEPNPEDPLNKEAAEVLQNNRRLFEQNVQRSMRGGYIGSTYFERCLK
# Target sequence (Q13564 whole entry, looked up): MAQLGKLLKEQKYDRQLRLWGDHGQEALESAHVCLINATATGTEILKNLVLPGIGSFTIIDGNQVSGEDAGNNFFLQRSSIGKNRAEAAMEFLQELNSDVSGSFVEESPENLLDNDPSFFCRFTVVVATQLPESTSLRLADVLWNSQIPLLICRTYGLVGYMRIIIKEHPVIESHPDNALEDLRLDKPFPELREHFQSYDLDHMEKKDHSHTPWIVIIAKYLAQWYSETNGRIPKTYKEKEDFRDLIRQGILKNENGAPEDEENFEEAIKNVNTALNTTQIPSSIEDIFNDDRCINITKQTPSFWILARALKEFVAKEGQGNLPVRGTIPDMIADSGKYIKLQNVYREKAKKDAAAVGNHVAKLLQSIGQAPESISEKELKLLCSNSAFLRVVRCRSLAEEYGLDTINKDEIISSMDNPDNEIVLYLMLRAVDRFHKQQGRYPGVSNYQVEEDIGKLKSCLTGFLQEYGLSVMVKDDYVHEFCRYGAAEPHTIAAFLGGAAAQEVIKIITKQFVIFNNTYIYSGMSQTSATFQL
# SUMO1-SIM PPI = modulators of SUMO1 protein-protein interactions, primary screen, biochemical, uHTS; Small ubiquitin-related modifier 1 (Homo sapiens), P63165; SUMO1 binding to a labelled peptide, TR-FRET, 1 h; inhibition, % at 20 µM; 360,000 tested, 0.33% active; in the data active means inhibition above about 37%
# Target sequence (P63165 whole entry, looked up): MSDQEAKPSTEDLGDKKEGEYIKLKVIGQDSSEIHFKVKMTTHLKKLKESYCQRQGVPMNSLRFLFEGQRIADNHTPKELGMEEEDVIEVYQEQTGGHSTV
# SKN-1 block = suppressors of acrylamide-induced Pgst-4::GFP reporter in worms, primary screen, SKN-1 inhibitor project, whole organism, uHTS, GFP/RFP fluorescence ratio, strain VP596; C. elegans VP596 Pgst-4::GFP/RFP ratio, 24 h; inhibition, % at 21.8 µM; 360,000 tested, 0.49% active; AID 624304, 2012;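 active means interference check ratio from 0.5 to 1.5 plus GFP to RFP signal ratio inhibition reaching or exceeding a fixed threshold, cut at about 30% in these data, passing the limit was not always enough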; further: some compounds called inactive have numbers as strong as hits
# NadD inh = inhibitors of S. aureus NadD, primary screen, biochemical, colorimetric, uHTS | inhibition, % at 20 µM | Nicotinate-nucleotide adenylyltransferase NadD (Staphylococcus aureus N315) | purified NadD enzyme, colorimetric absorbance read-out | 360,000 tested, 0.78% active | AID 602399, 2012; in the data active means inhibition above about 26%; further: some compounds past the cut are filed as inactive
# STEP block = STEP phosphatase inhibitors, primary screen, biochemical, fluorescence intensity, uHTS; inhibition, % at 20 µM; Tyrosine-protein phosphatase non-receptor type 5 (Homo sapiens), P54829; recombinant STEP, OMFP fluorogenic substrate; 360,000 tested, 0.25% active;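 active means inhibition at 20 µM, scaled per plate between control wells, above about 37%, limit read from the data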;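 further: 0% = DMSO with enzyme and substrate and 100% = substrate only without enzyme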
#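 Also added – OMFP at 25 µM · Test system – STEP tyrosine phosphatase · Technique – FITC-channel fluorescence of OMFP product · Schedule – 20 min at room temperature, dark · Evaluation – control-normalized % inhibition with plate pattern correction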
# NRP1-CendR mod = modulators of CendR peptide binding to NRP-1, primary screen, biochemical, fluorescence polarization, uHTS; Neuropilin-1 (Homo sapiens), O14786; FAM-RPARPAR peptide binding to NRP-1; inhibition, % at 25 µM; 360,000 tested, 0.85% active; AID 602438, 2012;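 active means inhibition or corrected inhibition above about 18%, plus a signal ratio from 0.5 to 1.5, limit read from the data, passing the limit was not always enough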; further: strong numbers were not always called active
# LMPTP block = LMPTP phosphatase inhibitors, primary screen, biochemical, fluorescence intensity, uHTS; Low molecular weight phosphotyrosine protein phosphatase (Homo sapiens), P24666; recombinant LMPTP-A, OMFP fluorogenic substrate; inhibition, % at 20 µM; 360,000 tested, 0.22% active; AID 651560, 2012;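 active means compounds that cut the enzyme signal by at least half of the control window in the single-dose screen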;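 further: plate controls were DMSO wells with enzyme plus substrate for no effect and substrate without enzyme for full effect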
# Target sequence (P24666 whole entry, looked up): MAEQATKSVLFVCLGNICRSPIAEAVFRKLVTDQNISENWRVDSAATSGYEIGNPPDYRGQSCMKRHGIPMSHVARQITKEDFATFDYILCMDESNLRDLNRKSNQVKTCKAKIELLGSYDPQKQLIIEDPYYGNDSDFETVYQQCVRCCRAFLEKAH
#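 Test system: LMPTP-A phosphatase enzyme; input: 0.625 nM LMPTP-A final; reagent: OMFP substrate, 400 µM final; compound dosing: 20 µM single dose, 3% DMSO; incubation: 50 min dark incubation at room temperature; measured by: endpoint fluorescence intensity from OMFP dephosphorylation; measure: % inhibition relative to no-enzyme and uninhibited control wells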
# An asterisk follows results filed as active; i = inactive; nt = no result given.
# Start of the data: the first 3 compounds, to show the layout:
SMILES,Scp1 inh,DNMT1 block,TbMetRS inhib,Neddyl block,SUMO1-SIM PPI,SKN-1 block,NadD inh,STEP block,NRP1-CendR mod,LMPTP block
O=C(NCCc1ccccc1)Nc1cccc(Cl)c1,-7.3,0.9,0.2,i,-0.7,8.1,2.0,-4.2,1.2,0.9
O=C(c1ccco1)N1CCN(C(=O)c2[nH]ncc2[N+](=O)[O-])CC1,0.1,8.1,-1.2,i,13.4,1.5,1.9,-1.4,-2.3,-0.3
O=C(CN1C(=O)N/C(=C\c2ccccc2OCc2ccc(C(=O)O)cc2)C1=O)Nc1ccccc1F,50.1*,5.9,-0.4,i,-24.0,1.7,0.3,8.4,-19.2,28.6

# All compounds of this part, previewed entries included:
SMILES,Scp1 inh,DNMT1 block,TbMetRS inhib,Neddyl block,SUMO1-SIM PPI,SKN-1 block,NadD inh,STEP block,NRP1-CendR mod,LMPTP block
O=C(NCCc1ccccc1)Nc1cccc(Cl)c1,-7.3,0.9,0.2,i,-0.7,8.1,2.0,-4.2,1.2,0.9
O=C(c1ccco1)N1CCN(C(=O)c2[nH]ncc2[N+](=O)[O-])CC1,0.1,8.1,-1.2,i,13.4,1.5,1.9,-1.4,-2.3,-0.3
O=C(CN1C(=O)N/C(=C\c2ccccc2OCc2ccc(C(=O)O)cc2)C1=O)Nc1ccccc1F,50.1*,5.9,-0.4,i,-24.0,1.7,0.3,8.4,-19.2,28.6
COCCCNC(=O)C(=O)NCC1CCCN1S(=O)(=O)c1cccs1 (stereo not drawn),-3.5,-1.4,-0.3,i,0.9,0.0,0.3,6.8,1.5,-0.1
Nc1ccc2nn(-c3ccccc3)nc2c1,1.4,-10.4,-2.1,nt,2.6,9.3,9.3,-1.4,-9.1,2.2
Cc1ccc([N+](=O)[O-])cc1-c1ccc2cccc(C)c2n1,0.6,2.4,-1.6,i,-0.4,-8.5,-0.2,-3.9,16.8,0.2
O=c1[nH]c2ccccc2c(=O)n1CCCO,-1.1,2.0,-0.5,i,0.5,0.3,1.7,0.4,3.5,0.3
O=C(CSc1nnnn1-c1ccccc1)c1cc2ccccc2oc1=O,-2.0,6.3,0.1,i,-2.8,10.3,2.2,0.4,-0.8,2.0
Cc1cc(C)nc(SCc2cnc(C)nc2N)n1,-5.0,1.4,-0.6,i,-2.4,1.7,0.1,2.7,7.4,19.9
C[C@H]1CCCCO[C@H](CN(C)S(=O)(=O)c2cn(C)cn2)[C@@H](C)CN([C@@H](C)CO)C(=O)c2cc(NS(=O)(=O)c3ccccc3)ccc2O1,nt,1.9,-0.4,i,5.3,0.5,2.3,10.1,4.1,-1.8
COC(=O)NCC(c1ccco1)N1CCN(c2ccccc2)CC1 (stereo not drawn),-15.5,-3.4,-0.8,i,-3.8,-8.5,4.2,-2.0,3.1,-0.6
O=C(NCCO)C(=O)NCC(c1cccs1)S(=O)(=O)c1ccc(F)cc1 (stereo not drawn),nt,1.0,-0.1,i,-1.5,7.7,6.0,-0.1,8.3,-0.7
Cc1ccc(C)c(Cn2nnc(C(=O)Nc3ccc4c(c3)OCCO4)c2N)c1,-9.5,-3.7,-0.5,i,-0.2,-1.5,-9.8,-2.8,16.9,1.5
Cc1cccnc1CCNC(=O)c1ccc(OC2CCN(Cc3ccccn3)CC2)cc1,-3.6,4.7,-0.2,i,-1.0,15.5,-0.8,-1.1,1.2,2.7
O=C(COC(=O)c1ccc(F)c(S(=O)(=O)N2CCOCC2)c1)NCCc1ccc(F)cc1,-9.8,2.8,-0.6,i,-7.4,-5.7,-5.6,-2.1,8.6,1.4
COCCCNC(=O)c1cc2cc([N+](=O)[O-])cc(OC)c2oc1=O,-9.1,-10.2,0.1,i,-34.6,-9.9,-3.4,-1.2,7.6,-1.5
O=C(NCC(=O)N1CCCC1)c1ccc(Br)o1,-7.3,-6.2,-0.8,i,-3.6,-8.3,2.8,-3.9,2.9,-2.5
COC(=O)Nc1ccc(S(=O)(=O)N2CCCC(C(=O)Nc3cccc4c3OCCO4)C2)cc1 (stereo not drawn),-3.5,-5.1,-1.0,i,2.7,-6.5,-4.4,7.5,1.5,-0.3
Cc1ccccc1OC(C)C(=O)Nc1ccc2c(c1)OCCO2 (stereo not drawn),-15.4,-1.0,-0.3,i,0.1,-4.5,17.0,-1.3,-7.0,-1.0
CCC(C)[C@H](NC(=O)NCc1ccccc1Cl)C(=O)OC (stereo partly drawn),2.4,0.1,-1.0,i,-2.7,-3.2,-6.8,0.6,2.6,-2.0
Cc1ccc(S(=O)(=O)CC(CN2CCCCC2)N2CCCCC2)cc1 (stereo not drawn),6.9,-0.2,-0.5,i,-0.4,4.7,-1.9,-2.3,6.8,-1.4
CC1(C)CC(=O)C2=C(C1)OC(N)=C(C#N)C21CCC2(CC1)OCCO2,-6.3,0.8,-0.2,i,-0.3,12.0,3.3,4.8,4.1,-1.6
O=C(CCCOc1ccccc1)NCC1CCCO1 (stereo not drawn),-17.1,-0.9,0.0,i,5.2,4.8,5.6,-0.8,-15.7,-1.9
COc1ccc(CCNC(=O)COC(=O)COc2c(C)cc(C)cc2C)cc1OC,-8.3,-2.1,-0.5,i,-1.7,20.9,0.7,-3.1,6.6,0.4
O=C(NCc1cc(C(F)(F)F)ccc1Cl)c1cccc2c1C(=O)c1ccc(N3CCC(N4CCCCC4)CC3)cc1S2(=O)=O,nt,7.3,-1.2,i,64.2*,-0.9,19.4,1.1,-155.9,21.0
CC(=O)c1cn(CC(=O)Nc2ccccc2Cl)c2ccccc12,-6.5,-1.6,-1.5,i,2.7,-3.1,-0.2,0.2,5.0,-0.1
CN(CC(=O)NCCc1ccc(S(N)(=O)=O)cc1)CC(=O)Nc1ccccc1C(F)(F)F,-9.6,-2.0,0.1,i,1.4,13.6,-0.9,-2.7,8.2,-0.3
CCOC(=O)C1CCN(C(=O)c2ccc(OCC(=O)N3CCOCC3)c(OC)c2)CC1,-6.9,3.1,-0.5,i,1.5,4.8,-5.9,-3.6,3.3,-0.8
O=C(NCc1ccccc1Cl)c1ccc[nH]1,-14.8,-2.4,0.0,i,0.6,-0.5,5.5,0.5,4.5,-0.2
CCOc1ccccc1/C=N/NC(=O)Cc1csc(Nc2cccc(C(F)(F)F)c2)n1,8.5,-21.1,-0.7,i,0.6,18.7,37.9*,-2.8,4.0,4.1
CCn1c(O)c(N=NC(=O)C(O)c2ccccc2)c2ccccc21 (stereo not drawn),-1.7,-1.1,0.7,i,-17.6,3.6,6.2,-0.8,6.7,-0.2
CC(C)C[C@H]1CNC(=S)N1C[C@H]1CCCN1C[C@H](CC(C)C)N1C[C@H](CC(C)C)N(CCc2ccccc2)C1=S,nt,0.4,-0.1,i,-0.9,12.4,1.3,7.8,19.6,2.4
CC(=O)c1ccc(-n2c(CCC(=O)O)ccc2-c2ccccc2)cc1,-7.7,1.3,-0.4,i,2.1,-1.6,0.4,1.3,-1.4,-0.3
O=C1c2ccccc2C(c2nnnn2-c2ccc3c(c2)OCCO3)N1CCc1c[nH]c2ccccc12 (stereo not drawn),nt,nt,-0.1,i,1.5,10.2,0.6,nt,-4.0,0.3
C/C(N)=C(/C#N)C(=O)COC(=O)c1cc(-c2cccc3ccccc23)nc2ccccc12,-3.7,-5.0,-0.6,i,-4.7,10.0,4.0,-4.2,-4.5,1.0
CCOC(=O)c1ccc(NC(=O)C(=O)NCc2ccco2)cc1,-0.8,3.7,-0.5,nt,-1.6,4.2,-2.2,-2.9,-11.4,-0.7
COc1ccc(-c2cc(-c3ccccc3O)[nH]n2)cc1OC,-1.1,-13.3,-0.2,i,4.8,13.6,-4.5,0.0,-9.5,3.3
O=C1CCN(CCc2ccccc2)CCN1[C@H](CO)Cc1ccccc1,1.9,2.6,-0.4,i,0.1,9.2,-3.6,2.0,1.5,-1.7
O=C(O)CC(C(=O)Nc1ccc(Cl)c(Cl)c1)C1CCCO1 (stereo not drawn),-9.8,5.4,-0.5,i,-1.2,10.6,-2.0,-1.3,8.1,0.3
O=C1NC2(CCN(Cc3ccccc3)CC2)Oc2ccccc21,4.5,-2.3,-0.5,i,0.3,-3.6,-0.8,-1.8,-2.6,-2.7
Nc1ccc(N2CCCCC2)c(S(=O)(=O)Nc2ccc(Cl)cc2)c1,3.5,-10.2,0.5,i,-2.5,18.2,0.5,-1.5,0.6,1.8
Nc1[nH]c(C(=O)c2ccccc2)c(-c2ccc(Cl)cc2Cl)c1C(=O)c1ccc(Cl)c(Cl)c1,nt,nt,-1.4,i,7.1,-8.0,35.5*,nt,-1.4,2.9
Cc1ccccc1OCCn1c(=O)sc2ccccc21,-19.2,-4.9,-0.3,i,1.2,-12.6,-4.3,2.7,4.5,2.4
Cc1ccccc1NS(=O)(=O)c1ccc(C(=O)N2CC(C)OC(C)C2)cc1 (stereo not drawn),1.8,2.5,-0.4,i,-0.9,-5.5,-4.9,-1.1,-4.3,1.8
COc1ccc(C2=NN(C(N)=S)C(c3ccccc3)C2)cc1 (stereo not drawn),-5.1,-3.0,0.3,i,-11.0,5.2,-3.1,3.6,-1.6,0.5
CCCCCc1ccc(-c2nnc(N)s2)cc1,4.5,-0.7,-0.2,i,0.3,13.4,5.9,2.6,-5.6,2.8
CCc1ccc(S(=O)(=O)N/N=C\c2cn(CC(N)=O)c3ccccc23)cc1,0.0,-3.3,-0.1,i,-7.3,6.4,0.6,-3.8,-1.3,1.5
Cc1ccc(C)c(S(=O)(=O)N2CCN(C(=O)Cc3ccc(S(=O)(=O)N4CCOCC4)s3)CC2)c1,-4.0,-2.1,-0.4,i,-0.6,7.3,-1.5,1.1,-0.7,1.8
Clc1cccc(-c2nc3ccc(Br)cn3c2Cc2ccccc2)c1,nt,19.4,0.2,i,-2.7,35.6*,8.1,1.8,-35.1,1.6
